# Compound activity (PubChem BioAssay)
# MPTP block – inhibitors of mitochondrial permeability transition pore; isolated mouse mitochondria, Ca2+ swelling absorbance, 30 min; inhibition, % at 10 µM; 360,000 compounds, 1.4% hits; AID 602449;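 active = inhibition of 50% or more, scaled per plate between neutral and stimulator controls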;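 note: 0% = DMSO wells given calcium and 100% = 1 mM EGTA wells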
# hIAP inh – human IAP inhibition; P09923; purified IAP, CDP-Star luminescence, 30 min; inhibition, % at 10 µM; AID 2544; 330,000 compounds, 0.12% hits;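 active = inhibition reaching a set limit with compound at 10 µM in the primary screen, cut at about 35% in these data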;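 note: plate controls were DMSO wells with enzyme for no effect and no-enzyme buffer wells for full effect; values of inactives mirror those of a sister screen read the other way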
# Target sequence (P09923 whole entry, looked up): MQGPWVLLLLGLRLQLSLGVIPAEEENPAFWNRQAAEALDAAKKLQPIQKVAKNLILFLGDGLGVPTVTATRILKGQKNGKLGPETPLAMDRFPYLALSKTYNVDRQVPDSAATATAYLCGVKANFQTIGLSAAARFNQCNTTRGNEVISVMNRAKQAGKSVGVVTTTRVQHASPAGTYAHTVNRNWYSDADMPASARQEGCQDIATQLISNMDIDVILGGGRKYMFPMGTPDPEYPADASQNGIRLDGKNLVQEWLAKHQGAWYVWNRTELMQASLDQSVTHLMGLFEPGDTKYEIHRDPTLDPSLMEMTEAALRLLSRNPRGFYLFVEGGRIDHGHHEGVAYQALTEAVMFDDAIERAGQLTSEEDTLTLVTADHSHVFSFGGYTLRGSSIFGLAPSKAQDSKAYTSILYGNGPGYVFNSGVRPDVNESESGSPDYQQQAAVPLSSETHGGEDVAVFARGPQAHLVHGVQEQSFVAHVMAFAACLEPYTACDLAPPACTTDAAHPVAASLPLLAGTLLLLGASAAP
# mIAP activ – mouse IAP activation; activation factor at 10 µM; 330,000 compounds, 0.24% hits; muIAP, CDP-Star luminescence, 30 min; hits give high values; 1 = vehicle-only enzyme signal, 0 = enzyme-free wells;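 active = activation factor of at least 2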; note: the source names both 10 and 20 µM as test concentration; values of inactives mirror those of a sister screen read the other way
#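 Assay system: mouse IAP enzyme; Reagent: CDP-Star chemiluminescent phosphatase substrate; Compound: DMSO-dissolved test compounds; Incubation: 30 min, room temperature; Technique: luminescence from enzymatic CDP-Star hydrolysis; Controls: DMSO-only wells and no-enzyme negative control.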
# mIAP inh – mouse IAP inhibition; purified mouse IAP, CDP-Star luminescence, 30 min; inhibition, % at 10 µM; 330,000 compounds, 0.2% hits; AID 2806;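 active = inhibition of at least 40% at 10 µM in the primary screen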;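 note: plate controls were DMSO with enzyme for no effect and no enzyme wells for full effect; values of inactives mirror those of a sister screen read the other way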
# A3A deaminase – blocks human APOBEC3A ssDNA deamination; inhibition, % at 20 µM; 330,000 compounds, 0.41% hits; recombinant A3A, FAM/TAMRA ssDNA deamination fluorescence; P31941;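 active = at least 40% inhibition at 20 µM here, with at most 30% in a related deaminase screen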;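 note: plate controls were A3A with DMSO for no effect and wells lacking A3A enzyme for full effect; some results filed as inactive read as strong as hits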
# Target sequence (P31941 whole entry, looked up): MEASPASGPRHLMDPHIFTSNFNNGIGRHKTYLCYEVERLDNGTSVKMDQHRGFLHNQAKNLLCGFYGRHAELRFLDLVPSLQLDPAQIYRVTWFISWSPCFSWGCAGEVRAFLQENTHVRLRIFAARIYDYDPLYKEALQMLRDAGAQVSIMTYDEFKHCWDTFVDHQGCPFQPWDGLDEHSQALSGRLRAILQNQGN
# hIAP activ – increases human intestinal alkaline phosphatase activity; P09923; purified human IAP, CDP-Star luminescence, 30 min; hits give high values; 1 = vehicle-only enzyme, 0 = enzyme-free background; activation factor at 10 µM; 330,000 compounds, 0.16% hits;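 active = activation factor of the enzyme at least 2-fold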; note: the source names both 10 and 20 µM as test concentration; values of inactives mirror those of a sister screen read the other way
# ATG4B inhibitor – inhibitors of human ATG4B cysteine protease | ATG4B cleavage of LC3-PLA2, NBD-HPC fluorescence, 1 h | inhibition, % at 8.33 µM | 340,000 compounds, 0.51% hits | Q9Y4P1 | AID 504462; in the data active = inhibition above about 40%
# MIN6 prolif – induces beta-cell replication in MIN6 cells; MIN6 cells proliferation, ATPlite luminescence, 48 h; cells starved in 0.2% serum; 100% = growth in 10% serum; proliferation, % at 10 µM; 330,000 compounds, 0.29% hits; AID 2380;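 active = compounds whose signal lies at least 3.5 SD above the mean of all wells on their plate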;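 note: 0% = DMSO-treated cells in low-serum medium and 100% = 10% serum control; some compounds called inactive have numbers as strong as hits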
# A3G deaminase – blocks human APOBEC3G single-stranded DNA deamination; Q9HC16; recombinant A3G, ssDNA deamination FAM/TAMRA fluorescence; inhibition, % at 20 µM; 330,000 compounds, 0.28% hits; AID 493012;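 active = inhibition of at least 40% at 20 µM, with no more than 30% in the related APOBEC3A deaminase screen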;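 note: plate controls were DMSO wells with A3G for no effect and wells lacking A3G enzyme for full effect; some compounds called inactive have numbers as strong as hits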
# * marks the source's active call; other numbers are inactive results; nt = no result given.
Molecule	MPTP block	hIAP inh	mIAP activ	mIAP inh	A3A deaminase	hIAP activ	ATG4B inhibitor	MIN6 prolif	A3G deaminase
c1ccc(OCCCCN2CCCCC2)cc1	-0.6	19.5	1.03	-3.3	-7.2	0.805	-3.0	-4.2	-6.4
COc1ccc(-n2c(O)c(C=NCC(c3ccco3)N3CCCC3)c3ccccc3c2=O)cc1OC (centres undefined)	-0.4	16.4	0.907	9.3	-1.9	0.836	7.4	-0.8	-7.0
CS(=O)(=O)c1ccc(C(=O)NCCN2C(=O)S/C(=C\c3cccnc3)C2=O)cc1[N+](=O)[O-]	-0.6	-5.1	1.03	-3.1	11.3	1.05	6.2	-6.0	-5.6
CCCN(CC(=O)Nc1ccccc1C)C(=O)C1CCN(c2ncnc3sc(C)c(C)c23)CC1	-2.0	6.4	1.13	-12.7	2.2	0.936	13.0	-1.7	-4.9
Cc1ccc(C)c(NC(=S)NC(NC(=O)N(C)C)C(Cl)(Cl)Cl)c1 (centres undefined)	-1.0	-2.8	0.984	1.6	-5.4	1.03	8.6	-2.1	-9.2
CN1CCN(c2ccc(NC(=O)c3ccco3)cc2Cl)CC1	1.8	17.7	0.986	1.4	-3.2	0.823	-3.3	-0.9	-7.3
O=C(CCNS(=O)(=O)c1ccccc1C(F)(F)F)N1CCN(S(=O)(=O)c2cccc(F)c2)CC1	0.5	1.8	1.07	-6.7	0.2	0.982	-3.3	6.5	-5.7
COc1cc(C(=O)OC(C)c2ccc(F)cc2)ccc1OCC(=O)N1CCOCC1 (centres undefined)	-0.8	3.4	0.974	2.6	-1.2	0.966	-22.6	3.7	-7.0
COc1nccnc1NS(=O)(=O)c1ccc(N=Cc2c(C)[nH]n(-c3ccc(Cl)cc3)c2=O)cc1	nt	-4.7	0.957	4.3	-1.9	1.05	nt	-1.6	-2.6
CC(OC(=O)c1nn(C)c(=O)c2ccccc12)C(=O)NC1CCCCC1C (centres undefined)	-1.9	-4.7	1.02	-1.7	0.2	1.05	-3.5	3.0	-4.2
COc1ccc(C(=O)/C=C2/C(=O)Nc3ccccc32)cc1	1.0	13.5	0.801	19.9	-2.1	0.864	0.8	-5.2	-5.8
Cc1ccc(NC(=S)NC(NC(=O)c2ccco2)C(Cl)(Cl)Cl)cc1 (centres undefined)	-1.7	-10.3	1.99	-99.4	-0.6	1.1	-4.4	0.0	-0.4
CCCn1nnnc1NCc1ccc(OC)cc1	-0.5	-19.1	1.03	-3.2	-5.2	1.19	10.8	1.8	-4.4
COC(=O)C1=C(N)OC2=C(C(=O)CC(C)(C)C2)C1c1ccoc1 (centres undefined)	-1.0	11.3	1.05	-4.6	-0.2	0.887	-3.6	1.0	-2.5
CCc1ccccc1NC(=O)CNC(=O)CCc1nc2sc3c(c2c(=O)[nH]1)CCCC3	-1.9	1.1	1.04	-3.9	21.0	0.989	9.3	1.6	18.2
O=C1COc2ccc(C(=O)CSc3ccccc3C(=O)O)cc2N1	-0.1	-9.1	0.986	1.4	3.4	1.09	1.3	-0.2	-3.4
Cn1c(/C=C/c2ccccc2)nc2ccccc21	-0.7	-2.5	1.11	-11.2	-3.5	1.02	0.6	-5.2	-7.8
C=CCN=C1S/C(=C\c2ccc(N(C)C)cc2)C(=O)N1CC=C	1.5	1.4	0.874	12.6	-0.5	0.986	-1.4	-2.9	-2.5
COc1ccc(/C=C/C(=O)NC(=S)NNC(=O)c2ccco2)cc1OC	4.8	-91.1	0.832	16.8	-4.2	1.91	-5.4	-3.4	-6.9
N#CC(C#N)=Cc1ccc(NC(=O)c2ccc(Br)cc2)cc1	14.3	-0.7	1.02	-2.0	0.5	1.01	0.9	0.5	-2.6
CO/N=C\CC(=O)Nc1ccc(Cl)cc1Cl	0.2	-8.3	1.07	-7.3	-1.3	1.08	-3.0	0.3	-8.1
CCN1C(=NCc2cc(OC)c(OC)c(OC)c2)N[C@@H](c2ccccc2)[C@H](C(=O)OC)[C@H]1C	nt	9.4	1.04	-3.9	75.1*	0.906	nt	1.7	28.5
Cc1ccccc1CSCCNC(=O)CSCc1ccc([N+](=O)[O-])cc1	8.6	-12.6	0.976	2.4	-1.8	1.13	-1.7	-2.3	-4.1
C(=N\c1nccs1)/c1c[nH]c2ccccc12	-0.1	-18.1	0.831	16.9	0.9	1.18	13.5	-1.5	-1.0
COc1ccc(NC(=O)c2ccco2)cc1NC(=O)c1ccccc1	-0.4	0.2	0.959	4.1	-5.2	0.998	-6.2	-0.7	-6.4
Cn1c(=O)c(NCCc2ccccc2)c2c3c(cccc31)C(=O)c1ccccc1-2	0.7	10.3	1.01	-0.7	-136.7	0.897	-77.7	-5.7	-237.5
O=Cc1[nH]c2ccccc2c1N(C(=O)CCl)c1ccc([N+](=O)[O-])cc1	2.0	35.2*	0.972	2.8	4.1	0.648	-2.7	-5.9	-5.3
Cc1cc(C)c(NC(=O)CNC(=O)COC(=O)C2=COCCO2)c(C)c1	0.5	-20.9	1.07	-6.8	-1.1	1.21	-1.3	-3.5	-2.6
CCCCC1CCCC12NC(=O)NC2=O (centres undefined)	0.5	-0.8	0.975	2.5	-10.1	1.01	-7.3	-0.4	-8.8
NC(=O)c1ccc(NC(=O)c2ccc(CN3CCOCC3)cc2)cc1	0.8	-11.0	0.924	7.6	-1.1	1.11	-10.3	-3.0	2.5
c1csc(Cc2nc3ccccc3[nH]2)c1	0.8	12.1	0.96	4.0	-5.1	0.879	-2.2	-2.0	-6.9
N#CCCN(C(=O)CN1c2cccc3cccc(c23)S1(=O)=O)c1ccccc1	1.1	6.5	0.977	2.3	32.0	0.935	-0.1	-1.7	-8.1
CCN1CCCC1CNC(=O)Cn1cnc2ccc(S(=O)(=O)N3CCC(C)CC3)cc2c1=O (centres undefined)	-1.1	-0.9	0.913	8.7	0.5	1.01	-2.7	-1.1	1.4
Cc1nn(C)c(C)c1S(=O)(=O)N(CC(=O)NCCCN1CCC(C)CC1)c1ccc(C(C)C)cc1	-0.1	-21.0	0.972	2.8	-5.9	1.21	3.2	0.2	-0.5
Cc1cc(C(=O)OCC(=O)NNC(=O)c2cccs2)ccc1[N+](=O)[O-]	-1.7	-13.3	0.908	9.2	-2.8	1.13	-15.0	2.2	-9.4
CCCc1nc2c(s1)CCc1onc(-c3ccc(Br)cc3)c1-2	0.7	11.7	1.1	-10.2	-0.7	0.883	-1.6	-7.8	5.8
COc1ccc(-n2c(C)c(C(C)=O)c3cc(O)ccc32)cc1	0.0	1.5	1	0.0	-2.9	0.985	-4.0	-0.8	-1.7
O=C1CC(Sc2ccc(Cl)cc2)C(=O)N1Cc1ccncc1 (centres undefined)	0.9	1.4	1.06	-5.9	-2.3	0.986	-7.2	-4.0	5.2
CCOc1ccc2nc(N(CCN(C)C)C(=O)c3cc4ccccc4cc3OC)sc2c1	1.4	-4.9	1	-0.2	-0.6	1.05	-2.7	-4.0	0.4
O=C(C(Cl)Cl)N1CCN(c2ccccn2)CC1	-2.0	-6.7	0.999	0.1	1.9	1.07	-6.6	0.0	-1.5
COC(=O)c1cc(-c2ccc(OC)cc2)n[nH]1	-2.9	-10.4	0.96	4.0	1.6	1.1	-15.2	0.4	-2.8
O=C1N(c2ccc(Cl)cc2)C(c2ccccc2)N2CCCN12 (centres undefined)	19.0	-13.7	1.15	-15.1	-2.8	1.14	4.0	-2.0	-1.3
COc1ccccc1C(=O)NNC1=NS(=O)(=O)c2ccccc21	-0.4	-4.4	0.983	1.7	3.4	1.04	6.4	-3.7	-0.5
COc1ccc(CC(=O)OCC(=O)Nc2ccc3c(c2)OCO3)cc1OC	-0.6	10.9	0.994	0.6	-3.8	0.891	3.4	-3.8	-7.2
Cc1ccc(-c2nnn(CC(=O)N3CCN(c4nc5ccccc5s4)CC3)n2)cc1	0.0	-1.9	0.931	6.9	-0.6	1.02	6.4	0.7	-0.6
CCCCOC(=O)Nc1cc(C(=O)OC)ccc1C(=O)OC	1.2	0.9	0.984	1.6	-4.4	0.991	-3.1	0.1	-3.4
NC(=O)C1(C(N)=O)OC1c1ccccc1 (centres undefined)	0.1	-12.1	0.96	4.0	-3.4	1.12	-2.5	-1.5	-8.5
O=C(O)c1ccc(OCc2ccc(C(=O)O)o2)cc1	1.4	1.1	0.998	0.2	5.6	0.989	8.4	2.5	-3.9
COc1cccc(N2CC(C(=O)Nc3c(C)cccc3C)CC2=O)c1 (centres undefined)	-10.1	-3.9	1.11	-10.8	2.7	1.04	3.0	1.1	7.4
COc1ccc(-c2cccc(CCC(=O)N3CCN(c4cc(C)ccc4C)CC3)c2)cc1	-0.3	nt	1.07	-7.5	3.8	nt	-5.5	nt	5.4

# Remaining list, next part.
Molecule	MPTP block	hIAP inh	mIAP activ	mIAP inh	A3A deaminase	hIAP activ	ATG4B inhibitor	MIN6 prolif	A3G deaminase
S=P(N1CC1)(N1CC1)N1CC1	-0.2	0.3	0.891	10.9	0.5	0.997	-0.4	-5.0	-4.7
COc1cccc(OCC(=O)NC2CCS(=O)(=O)C2)c1 (centres undefined)	-1.4	-16.1	1.05	-4.8	1.5	1.16	-3.9	-0.8	-5.4
CCC(C)[C@H](NC(=O)NCc1ccc(F)cc1)C(=O)O (some centres undefined)	0.9	8.9	0.997	0.3	-1.4	0.911	0.4	-2.4	-5.8
Cn1c(=O)c(C(=O)NCCc2ccccc2)c(O)c2ccccc21	1.4	29.5	1.05	-5.0	-0.6	0.705	4.4	-3.9	-4.4
O=C(COC(=O)c1c(Cl)cccc1Cl)Nc1cccc(S(=O)(=O)NC2=NCCCCC2)c1	-0.2	-0.6	1.08	-8.2	-4.1	1.01	-12.6	1.7	-2.9
Nc1c(C(=O)c2ccccc2)oc2ccc([N+](=O)[O-])cc12	1.6	8.9	0.904	9.6	3.4	0.911	-13.6	-0.7	-5.0
c1ccc(-c2ccccc2-n2cnnn2)cc1	1.8	-37.8	1.01	-1.0	-0.6	1.38	1.5	-0.8	-4.4
O=[N+]([O-])c1cccc(N/N=C/c2cccc(O)c2O)c1	-3.4	-19.7	0.875	12.5	-4.1	1.2	0.5	-5.0	-3.7
O=C(O)c1ccccc1N/N=C/c1c(Sc2nnnn2-c2ccccc2)nc2ccccn2c1=O	7.0	11.1	0.845	15.5	0.5	0.889	-9.5	-3.6	-8.2
O=C(Cn1c2[n+](c3ccccc31)CC(O)CS2)c1ccccc1 (centres undefined)	-0.8	-5.1	1.11	-10.7	-1.5	1.05	-0.5	-1.0	-7.3
N#C/C=C1\Sc2ccccc2C(=O)N1CC(=O)N1CCN(S(=O)(=O)c2ccccc2)CC1	2.2	-8.6	1.01	-0.6	-2.1	1.09	11.3	-1.7	-8.2
Cc1ccc(S(=O)(=O)NCc2ccccc2)cc1	-0.6	-29.9	1.07	-7.5	-7.0	1.3	0.1	1.0	4.2

# Among those listed so far, two have bromine:
Molecule	MPTP block	hIAP inh	mIAP activ	mIAP inh	A3A deaminase	hIAP activ	ATG4B inhibitor	MIN6 prolif	A3G deaminase
N#CC(C#N)=Cc1ccc(NC(=O)c2ccc(Br)cc2)cc1	14.3	-0.7	1.02	-2.0	0.5	1.01	0.9	0.5	-2.6
CCCc1nc2c(s1)CCc1onc(-c3ccc(Br)cc3)c1-2	0.7	11.7	1.1	-10.2	-0.7	0.883	-1.6	-7.8	5.8
